# FBW7 activator: FBW7 E3 ligase activators, primary screen, biochemical, AlphaScreen, human; F-box/WD repeat-containing protein 7 (Homo sapiens), Q969H0; AlphaScreen FBW7–phospho-cyclin E peptide binding, activator screen; normalized activity (activation), % at 26.1 µM; 650,000 compounds, 0.13% hits; AID 1259310, 2017; in the data active = normalized activity above about 1.9%;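 also: purified mutant Fbw7 with reduced substrate affinity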
# MITF primary: MITF inhibitors, primary screen, biochemical, AlphaScreen, human | Microphthalmia-associated transcription factor (Homo sapiens), O75030 | AlphaScreen MITF homodimerization, bead proximity signal | inhibition, % at 2.6 µM | 650,000 compounds, 0.91% hits | AID 1259374, 2018; in the data active = inhibition above about 50%;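 also: 0% = vehicle wells with protein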
# Target sequence (O75030 whole entry, looked up): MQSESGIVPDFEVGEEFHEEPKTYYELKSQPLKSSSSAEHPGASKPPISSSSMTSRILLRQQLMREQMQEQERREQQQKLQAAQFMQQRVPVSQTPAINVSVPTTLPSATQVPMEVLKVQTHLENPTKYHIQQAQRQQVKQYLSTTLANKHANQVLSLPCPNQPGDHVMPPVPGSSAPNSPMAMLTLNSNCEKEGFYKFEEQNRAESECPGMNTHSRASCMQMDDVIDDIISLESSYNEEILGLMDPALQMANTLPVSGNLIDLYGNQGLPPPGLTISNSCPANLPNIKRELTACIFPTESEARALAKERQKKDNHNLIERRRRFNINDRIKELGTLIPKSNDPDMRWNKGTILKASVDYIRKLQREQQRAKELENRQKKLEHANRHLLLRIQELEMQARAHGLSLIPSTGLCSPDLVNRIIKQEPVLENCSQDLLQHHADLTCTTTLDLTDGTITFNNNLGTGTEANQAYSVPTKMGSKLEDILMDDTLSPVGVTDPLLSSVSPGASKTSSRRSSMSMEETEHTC
# GPR151 activ: activators of human GPR151, primary screen, cell-based, PathHunter beta-arrestin, luminescence; G-protein coupled receptor 151 (Homo sapiens), Q8TDV0; PathHunter beta-arrestin GPR151 cells; activation, % at 11.2 µM; 650,000 compounds, 1% hits; AID 1508602, 2020; in the data active = activation above about 4.9%;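 also: 0% = median of compound wells and 100% = cells with positive control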
# TEAD-YAP inh: TEAD-YAP interaction inhibition, primary screen, TEAD-YAP interaction inhibitor project, luminescence, HEK-TIYL cells | 640,000 compounds, 1.4% hits | inhibition, % at 9.12 µM | TEAD-Gal4/YAP UAS-luciferase luminescence; in the data active = inhibition above about 32%;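 also: 0% = median of test compound wells and 100% = reference inhibitor wells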
# Numbers without * were called inactive; nt = no result given; & = joins results of further samples. Compounds as they come; overall some 3.4% were active at least once.
SMILES,FBW7 activator,MITF primary,GPR151 activ,TEAD-YAP inh
COC(=O)c1ccc2c(c1)C1C=CCC1[C@@H](c1ccc(C(=O)O)cc1)N2 (some centres not stated),-1.4,66*,-0.4,-3
COc1ccc(C(=O)NNc2nc3c(C)cccc3s2)cc1,0.3,10,-0.6,6
CC(C)(C)N1C(=O)c2ccc(C(=O)c3ccc4c(c3)C(=O)N(C(C)(C)C)C4=O)cc2C1=O,-0.2,12,0.2,7
CN(C)c1ccc(N=Cc2c[nH]c3ccccc23)cc1,-0.8,11,-0.7,68*
CN(C)S(=O)(=O)Nc1ccc(N2CCC(NCc3ccc4ncccc4c3)CC2)cc1,0.2,0,2.3,-3
Cc1ccc(NC(=O)CN(C)C(=O)CN2C(=O)C(=O)N(Cc3ccco3)C2=O)cc1,-0.1,7,1.2,0
COc1ccc(C#CC(=O)O)cc1,0.1,12,-1.1,0
COc1ccccc1NC(=O)COc1cccc(C=O)c1,0.1,10,0.3,-43
CNC(=O)COC(=O)c1c(Cl)cccc1Cl,0.2,12,-0.7,-1
CO/C(=C\c1ccc(N)cc1S(=O)(=O)O)c1ccc(N)cc1S(=O)(=O)O,0.9,50,0.5,11
Cc1ccc2cc3cc(C(=O)NCc4ccc5c(c4)OCO5)oc3nc2c1,1.4,11,-0.4,2
C=CCOc1ccc(C2C(C(=O)OCC)=C(C)N=c3s/c(=C\c4ccc(OC)c(O)c4)c(=O)n32)cc1OCC (configuration not stated),-0.2,-15,1.3,-4
CCN(/N=C/c1ccc(OC)c(OC)c1)c1cc(=O)n(C)c(=O)[nH]1,0.0,4,1.6,-11
CC1(C)SC2[C@H](NC(=O)C(NC(=O)N3CCNC3=O)c3ccccc3)C(=O)N2C1C(=O)O (some centres not stated),0.1,3,-1.3,nt
CCN(C(=O)CSc1cc(C)c(C#N)c2nc3ccccc3n12)C1CCS(=O)(=O)C1 (configuration not stated),0.0,1,0.4,8
Cc1ccc2cc(CN(Cc3ccco3)Cc3nnnn3Cc3ccco3)c(=O)[nH]c2c1,-0.1,12,-0.6,12
CCCNC(=O)N1CCC(C(=O)c2ccc(Cl)cc2)CC1,-0.1,19,1.3,4
COc1c(Cl)cc(Cl)cc1C(=O)Nc1c(C)nn(C)c1C,0.1,-17,0.5,-1
COC(=O)CN1C(c2ccc(OC)c(OC)c2)Nc2ccc(Br)cc2C1c1ccccc1 (configuration not stated),-0.2,-1,0.0,-12
CCOc1cc2c(cc1OCC)C(c1ccc(C(F)(F)F)cc1)NCC2 (configuration not stated),0.5,25,-0.3,-9
Nc1nonc1C(=O)N/N=C\c1ccc(O)c(O)c1,-0.2,-5,-4.8,2
O=C(CCl)Oc1ccc2ccccc2c1Br,0.1,6,0.8,1
O=C(COc1ccc(Br)cc1Cl)Nc1nccs1,0.7,12,-8.2,92*
CCOC(=O)c1sc(NC(=O)c2ccccc2F)c(C#N)c1C,0.3,-1,-0.8,-4
Cc1sc2nc(SCC(=O)N(C)C)[nH]c(=O)c2c1C,0.1,-7,1.2,4
CSc1cccc(Nc2cc(C(=O)NCCCN3CCOCC3)c3ccccc3n2)c1,0.1,-7,-0.1,13
CCc1c(C)sc(NC(=O)Nc2ccc(Cl)cc2)c1C#N,0.0,4,-0.6,-5
Cc1ccc(NC(=O)c2oc3ccccc3c2NC(=O)C2CCCC2)cc1,0.0,1,-0.6,3
Cc1cccc(OCC(=O)Nc2ccc(C(=O)OC(C)C)cc2)c1C,0.2,9,-0.7,0
CCCNC(=S)Nc1ccc(C)cc1,0.0,2,0.4,-2
CCOC(=O)c1c(C)n(C)c2ccc(OC(=O)c3cccc(Br)c3)cc12,0.9,-1,-1.3,2
C=CCNC(=S)NNC(=O)c1ccc([N+](=O)[O-])cc1,-0.1&0.3,6&12,1.1&1.1,-5&4
COc1cccc(Cn2c(-c3cccs3)noc2=O)c1,-0.1,-9,0.4,-10
COc1ccc(C2CCN(C(=O)Cc3cccc4ccccc34)C2)cc1 (configuration not stated),-0.1,9,-1.4,-5
COc1cccc(CN2CCc3nnc(CNC(=O)COc4ccccc4)n3CC2)c1,0.1,-2,0.4,8
CCOc1ccccc1NC(=O)CSc1nnc(N)s1,0.1,2,1.8,-3
C=CCn1c(=S)[nH]c2cc(C(=O)Nc3ccc4c(c3)CCC4)ccc2c1=O,-0.2,21,-0.3,-4
COc1ccc2c(C)nc(N3CCC(C(=O)N(C)CCOc4ccc(C)cc4)CC3)nc2c1,1.5,10,-1.1,-21
CC1=Nc2nonc2NC(=O)C1,0.1,15,0.9,12
CC(C)Oc1ccc(C(CC(=O)O)NC(=O)c2ccccc2Cl)cc1 (configuration not stated),0.0,13,-1.1,16
COC(=O)C1=C(C)N(c2ccc(Cl)cc2)C(=O)C1,-0.2,-6,0.6,14
COc1ccc(-c2nc(Nc3ccccc3)c3ncn(-c4ccsc4)c3n2)cc1,-0.1,1,0.4,-3
COc1ccc(NC(=O)CN2C(=O)CSC(C)C2=O)c(OC)c1 (configuration not stated),0.0,6,0.6,2
O=C(CCCn1cnc([N+](=O)[O-])n1)Nc1cc(Cl)ccc1O,0.1,4,1.4,5
NC(=O)c1cc(-c2ccc([N+](=O)[O-])cc2)no1,-0.1,8,1.9,-6
CCc1ccccc1NC(=O)C1CCCN(c2nn3c(=O)cc(C)nc3s2)C1 (configuration not stated),0.1,-4,-0.4,-4
O=C(c1cnccn1)N1CCc2c(nc(N3CCCCC3)[nH]c2=O)C1,0.0,15,-0.2,2
O=C(CC1N=NN=N1)NCCNC(=O)CC1N=NN=N1,-0.1,21,-0.6,1
CC(=O)N1CCN(C(=O)CNC(=O)c2cccc([N+](=O)[O-])c2)CC1,0.1,7,-0.6,1
Cc1cccc(OCC(O)CNC(C)c2ccccc2C)c1 (configuration not stated),-0.2,17,-2.2,1
# (listing goes on)
SMILES,FBW7 activator,MITF primary,GPR151 activ,TEAD-YAP inh
O=C(CCC1=NS(=O)(=O)c2ccccc2N1)NCc1ccco1,-0.1,-6,-1.7,3
COc1ccc(C(=O)Nc2ccc(Cl)cc2C(=O)NCCO)cc1,0.0,-9,1.7,0
O=C1NC2(CCN(Cc3ccnc4ccccc34)CC2)Oc2ccccc21,-0.1,1,1.7,28
CCOc1ccc(C(=O)CC2(O)C(=O)N(CCc3ccccc3)c3ccccc32)cc1 (configuration not stated),-0.1,8,-1.1,4
COc1ccccc1NC(=O)Cn1cc(C(=O)c2ccccc2)c(=O)c2ccccc21,0.0,8,3.1,4
Cc1c(C(=O)N2CCN(C(C)C)CC2)cnn1-c1nccc(-c2cc3ccccc3o2)n1,0.1,19,0.4,-3
Cc1ccc(NC(=O)c2ccccc2C)cc1I,0.0,5,-0.2,-71
COc1ccc(NC(=O)c2cnc(C)cn2)cc1NS(=O)(=O)c1ccc(F)cc1,-0.1,-1,0.0,-4
O=C(CN1CCN(Cc2nc3ccccc3[nH]2)CC1)Nc1ccccc1,0.3,9,1.1,13
CN(Cc1nccs1)C(=O)CC1C(=O)NCCN1CC(c1ccccc1)c1ccccc1 (configuration not stated),-0.1,0,1.0,-2
Cc1cccc(-n2ncc3c(NCCc4ccc(Cl)cc4)ncnc32)c1,0.0,7,1.4,-10
Cc1cc(C)c2nc(C)cc(NC(=O)c3ccc(S(=O)(=O)N4CCCC4)cc3)c2c1,0.6,9,2.2,2
CC(C)(C)n1c(O)c(N=Nc2ccc(Br)cc2)c(=O)[nH]c1=O,-0.2,-2,-1.3,5
N=C1C(c2ccccc2)=C(O)CN1c1ccccc1,0.4,7,2.2,-1
N#CCOC(=O)c1cc(-c2ccc(Cl)s2)nc2ccccc12,0.0,14,0.7,-3
N#Cc1c(C(F)(F)F)cc(-c2cccs2)nc1SCC(=O)N1CCCCC1,0.0,-7,-0.4,-5
OCCNc1ncnc2c1c(-c1ccccc1)cn2-c1ccc(Cl)cc1,0.0,8,1.3,6
O=C(Nn1c(-c2ccccc2F)nc2ccccc2c1=O)c1cc(Cl)ccc1[N+](=O)[O-],0.1,0,-3.5,4
COc1cccc(CC(=O)N2CC[C@@H]3[C@H](CCCN3CCC(C)c3ccc(C)o3)C2)c1 (some centres not stated),-0.3,6,-1.1,-5
COc1ccc(NC(=O)/C(C#N)=C/c2ccc(F)cc2)cc1,0.5,17,-0.7,4
CCc1ccc2[nH]c(=O)c(CN(CCO)C(=O)c3ccc(OC)cc3)cc2c1,-0.2,-15,-0.8,-2
CCc1nn(C(CC)C(=O)NCCC(C)C)c(=O)c2cc3oc(C)cc3n12 (configuration not stated),-0.1,8,-0.5,7
COc1ccc(C2CC(c3ccc(-c4ccccc4)cc3)Nc3nnnn32)cc1 (configuration not stated),-0.1,4,-0.7,-6
CC(=O)Nc1cccc(-c2nnc(SCC(=O)N3CCCCC3)n2C)c1,-0.3,-1,0.4,-6
CCC1CC=C2C(C#N)=C(N)C(C#N)(C#N)C(c3cccs3)C2C1 (configuration not stated),0.3,10,-0.2,2
COC(=O)c1c(-c2ccccc2Cl)csc1NC(=O)C1C2CCC(C2)C1C(=O)O (configuration not stated),0.1,4,-1.5,14
CCOc1ccc(NC(=O)CN(c2ccc(Cl)c(Cl)c2)S(C)(=O)=O)cc1,0.1,1,0.3,3
COc1ccccc1-n1nc(C(=O)Nc2cnc3ccccc3c2)c2ccccc2c1=O,0.0,5,2.1,-9
Fc1ccc(N=c2scc(-c3ccc(C4CCCCC4)cc3)n2Cc2ccc(Cl)cc2)cc1,0.0,4,-1.0,0
CC(CN1CCc2nnc(CCNC(=O)c3ccoc3)n2CC1)c1ccccc1 (configuration not stated),0.0,-3,1.2,-7
Cc1ccc(CCC(=O)N2CCCC(N3CCOCC3)C2)cc1 (configuration not stated),0.2,20,0.2,0
Cc1ccc(C(=O)CNc2ccccc2)cc1,-0.1,-14,1.7,-35
CCSC1=C(C#N)C(c2ccccc2)C(C(=O)Nc2ccccc2)=C(C)N1 (configuration not stated),0.0,-6,0.7,-8
Nc1ccc(NS(=O)(=O)c2ccc(F)c(F)c2)cc1,-0.8,-12,0.6,-1
Cc1cccc(/N=C/c2nc(-c3ccccc3Br)oc2O)n1,0.1,5,-0.5,-16
COC(=O)c1ccccc1OS(=O)(=O)c1ccc(C)cc1,0.1,4,-1.6,3
C/C(=N\NC(=O)c1ccc(Cl)cc1)c1ccc(Cl)cc1,-0.1,10,-0.7,-18
Cc1nnc2n1NC(c1ccc(Cl)cc1)C(C(=O)N(C(C)C)C(C)C)S2 (configuration not stated),0.0,2,-0.7,0
O=[N+]([O-])c1ccc(Oc2ccc3ccccc3c2)cc1,-0.1,11,-1.2,2
CCN(CC)C(=O)Cn1cc(SCC(=O)Nc2cccc(C)c2)c2ccccc21,-0.3,-2,0.2,0
O=C(NCc1ccc2c(c1)OCO2)C1CC(CCc2ccccc2)=NO1 (configuration not stated),0.1,-1,2.3,-33
CSCCNC1CCN(c2cccc(NC(=O)CCCc3ccccc3)c2)CC1,-0.1,-5,0.0,-4

# High-throughput results (PubChem)
